p53ts 32C kill – qHTS Screen for Compounds that Selectively Target Cancer Cells with p53 Mutations: Cytotoxicity of p53ts Cells at the Permissive Temperature. H1299-p53A138V at 32C, ATP luminescence viability, 24 h. Potency, µM (series often up to 46.1 µM), for the others: at the highest dose activity change, negative = cytotoxicity, usual class: cytotoxic. 0.93% of 130,000 active;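 further: 0% = DMSO and -100% = full killing by reference compound; nearly all actives have a fitted effect of over 55% in size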
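H1299-p53 A138V cells (temperature-sensitive p53) exposed 24 h to up to 46 uM compound at 32C, where p53 is wild-type in conformation. Viability read as ATP luminescence and normalised to DMSO and 100 uM tamoxifen. AC50 fitted with the Hill equation.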
p53ts 39C tox – qHTS Screen for Compounds that Selectively Target Cancer Cells with p53 Mutations: Cytotoxicity of p53ts Cells at the Nonpermissive Temperature; AID 902, 2007; 1.5% of 130,000 active; H1299-p53A138V viability at 39C, ATP luminescence, 24 h; Potency, µM (highest dose often 46.1 µM), inactives show top-dose activity change, negative = cell killing, most hits filed as cytotoxic; further: nearly all actives have a fitted effect of over 55% in size
* hit, by the source's call; ? = inconclusive; nt = no result given. The call rests on the fitted dose curve; in most records, active means well fitted cell-killing curve with a large enough effect; inconclusive means small, poorly fitted or top-dose-only effect; inactive means no such curve, though single readings can be large or run the other way. Unless noted, on the % scale 0 is the no-effect control and ±100 the full control effect; potency means the concentration at half of the fitted maximal effect. Not all compounds are listed (hit frequency here may not be typical).

SMILES	p53ts 32C kill	p53ts 39C tox
CCOC(=O)c1cc([N+](=O)[O-])sc1NC(=O)c1ccc(S(=O)(=O)N2CC3(C)CC2CC(C)(C)C3)cc1 (centres undefined)	nt	3.1%
CCOC(=O)c1cccc(-c2ccc(C=O)o2)c1	nt	-9.9%
COc1ccc([N+](=O)[O-])cc1NC(=O)CC(c1ccccc1)c1ccccc1	nt	-20.2%
Cc1ccc(-c2nn(-c3ccccc3)cc2/C=C/C(=O)Nc2nccs2)cc1	nt	12.3%
Cc1ccc(-n2c(SCC(=O)N3c4ccccc4Sc4ccccc43)nnc2-c2ccncc2)cc1	nt	-0.1%
COc1ccc(OCCSc2nnc3c(Cl)cc(Cl)cn23)cc1	nt	-2.1%
COc1cc(CC(=O)NNC(=O)c2cc(C)oc2C)cc(OC)c1OC	nt	3.1%
COc1ccc(-n2nc(C(=O)Nc3nc4ccc(OC)cc4s3)c3ccccc3c2=O)cc1	nt	0.0%
Cc1cc(C(=O)O)c(CSc2ncn[nH]2)o1	nt	25.5%
O=C(Cc1cccc2ccccc12)Nc1nc(-c2cccc([N+](=O)[O-])c2)cs1	nt	7.5%
S=C(NCCc1ccc(Cl)cc1)Nc1ccc(Cl)cc1Cl	nt	?
CSc1nnc(C)c(=O)n1COC(=O)COc1ccccc1C	nt	12.9%

In another format: entries from further up.
Second line of a record – p53ts 32C kill | p53ts 39C tox
Cc1ccc(-n2c(SCC(=O)N3c4ccccc4Sc4ccccc43)nnc2-c2ccncc2)cc1
 : nt | -0.1%
COc1ccc(OCCSc2nnc3c(Cl)cc(Cl)cn23)cc1
 : nt | -2.1%
COc1cc(CC(=O)NNC(=O)c2cc(C)oc2C)cc(OC)c1OC
 : nt | 3.1%
COc1ccc(-n2nc(C(=O)Nc3nc4ccc(OC)cc4s3)c3ccccc3c2=O)cc1
 : nt | 0.0%

Later entries.
SMILES	p53ts 32C kill	p53ts 39C tox
COC(=O)c1c(NC(=O)CN2CCN(c3ccccc3Cl)CC2)sc(C)c1C	nt	13.0%
CCN1CCN(C(c2cccc(OC)c2)c2sc3nc(C)nn3c2O)CC1 (centres undefined)	nt	15.3%
Cc1nc(Nc2ccccc2Cl)sc1C(=O)Nc1ccccc1	nt	-17.7%
Cc1ccc(-n2nc(C)c(NC(=O)CCl)c2C)cc1	nt	?
CN(C)N=C1c2cc(S(=O)(=O)N3CCOCC3)ccc2-c2ccc(S(=O)(=O)N3CCOCC3)cc21	nt	11.3%
COc1cc(/C=N/NC(N)=S)ccc1OCC(=O)N1CCOCC1	nt	14.4%
COc1ccc(C)cc1NC(=O)C(Sc1nnc(-c2ccncc2)n1-c1ccc(Cl)cc1)c1ccccc1 (centres undefined)	nt	3.6%
O=[N+]([O-])c1c(NCc2ccccc2)cc(N2CCc3ccccc3C2)c2nonc12	nt	-5.3%
O=[N+]([O-])c1ccc(CCNc2cccc3ccccc23)c([N+](=O)[O-])c1	nt	12.7%
CCOC(=O)/C(C#N)=C/c1c(Oc2cc(C)cc(C)c2)nc2ccccn2c1=O	nt	13.2%
Clc1ccc(CN2CCC(Cc3ccccc3)CC2)cc1	nt	-2.6%
CCCCCCCCCCCCCCCC[n+]1cccc2ccccc21	nt	-13.9%

4 consecutive entries already listed, for reference:
SMILES	p53ts 32C kill	p53ts 39C tox
COC(=O)c1c(NC(=O)CN2CCN(c3ccccc3Cl)CC2)sc(C)c1C	nt	13.0%
CCN1CCN(C(c2cccc(OC)c2)c2sc3nc(C)nn3c2O)CC1 (centres undefined)	nt	15.3%
Cc1nc(Nc2ccccc2Cl)sc1C(=O)Nc1ccccc1	nt	-17.7%
Cc1ccc(-n2nc(C)c(NC(=O)CCl)c2C)cc1	nt	?

The main list resumes, repeating the 4 entries before the break.
SMILES	p53ts 32C kill	p53ts 39C tox
O=[N+]([O-])c1ccc(CCNc2cccc3ccccc23)c([N+](=O)[O-])c1	nt	12.7%
CCOC(=O)/C(C#N)=C/c1c(Oc2cc(C)cc(C)c2)nc2ccccn2c1=O	nt	13.2%
Clc1ccc(CN2CCC(Cc3ccccc3)CC2)cc1	nt	-2.6%
CCCCCCCCCCCCCCCC[n+]1cccc2ccccc21	nt	-13.9%
CCOC(=O)c1ccc(NC(=S)NCCC2=CCCCC2)cc1	nt	3.8%
CN1CCN(CC(=O)Nc2ccccc2[N+](=O)[O-])CC1	nt	6.0%
CCN(C(=O)CSc1nnc(Nc2cccc(C)c2C)s1)C1CCS(=O)(=O)C1 (centres undefined)	nt	-6.2%
CC(C)CCn1cnc2c(sc3nc4c(cc32)CSC(C)(C)C4)c1=O	nt	1.9%
O=C(CSc1nnc(SCc2cccc3ccccc23)s1)N=Nc1c(O)[nH]c2ccccc12	nt	-3.2%
Cc1ccc(C(=O)NNC(=O)CCCN2C(=O)/C(=C/c3ccccc3Cl)SC2=S)cc1	nt	1.6%
COc1cc([N+](=O)[O-])ccc1NC(=S)NCc1ccccn1	nt	3.6%
CC(C)c1ccc(NCCC(=O)c2ccc(Br)cc2)cc1	nt	-11.8%
O=C(Nc1nnc(SCC(=O)N2CCCc3ccccc32)s1)c1ccc2ccccc2c1	nt	3.16µM*
CCOC(=O)C(Oc1ccc2c(-c3ccccc3)cc(=O)oc2c1C)c1ccccc1 (centres undefined)	nt	20.4%
CCOc1ccc(/C(O)=C2/C(=O)C(=O)N(CCN(CC)CC)C2c2ccco2)cc1 (centres undefined)	nt	-1.9%
CCC(C)c1ccc(NC(=S)NC2CCN(Cc3ccccc3)CC2)cc1 (centres undefined)	nt	?

Further structures
SMILES	p53ts 32C kill	p53ts 39C tox
Cc1ccc(OCC(=O)c2cc(C)n(C3CC3)c2C)c([N+](=O)[O-])n1	nt	5.2%
COC(=O)c1ccccc1C(=O)N1CCOCCN(C(=O)c2ccccc2C(=O)OC)CCOCC1	nt	8.1%
CNC(=O)Cn1cc(S(=O)(=O)Cc2ccccc2F)c2ccccc21	-4.3%	nt
CCn1cc(S(=O)(=O)c2ccccc2)c(=O)c2cc(F)c(N3CCN(c4ccccc4)CC3)cc21	2.4%	nt
O=C(NCc1ccco1)c1ccc(Cn2c(SCc3ccccc3)nc3cccnc32)cc1	?	nt
O=C(NCc1cccc(F)c1)C1CCN(c2nn3cc(-c4ccc(F)cc4)nc3s2)CC1	-15.8%	nt
CCOc1ccc(NC(=O)N2CCC(CN3CCc4ccccc4C3)CC2)cc1	-7.6%	nt
COc1cc(NC(=O)N2CCC(CN3CCCCCC3)CC2)cc(OC)c1OC	2.0%	nt
COCCNC(=O)Cn1c(-c2cccs2)cc2cc(Cl)ccc21	8.2%	nt
CCCN(CCC)C(=O)Cn1c(SCc2cccc(C(F)(F)F)c2)nc2cccnc21	-0.4%	nt
CCc1ccccc1NC(=O)N1CCC(CN2CCc3ccccc3C2)CC1	7.3%	nt
CC(C(=O)Nc1ccc(F)c(Cl)c1)N1Cc2ccccc2C1=O (centres undefined)	-4.4%	nt

(cont.)
SMILES	p53ts 32C kill	p53ts 39C tox
Cc1ccc(CNC(=O)Cn2cc(S(=O)(=O)Cc3ccccc3F)c3ccccc32)cc1	-29.9%	nt
COC(=O)c1ccc(Cl)cc1NC(=O)N(Cc1ccc(OC)cc1)C1CCN(C(C)=O)CC1	-13.0%	nt
Cc1ccc(C)c(NC(=O)C(CC(C)C)N2Cc3ccccc3C2=O)c1 (centres undefined)	-8.9%	nt
CC1=C(C(=O)Nc2cc(C)ccc2C)C2(CCCCCC2)OC1=O	-1.5%	nt
CCN(CC)S(=O)(=O)c1ccc(NC(=O)Cn2ncc3c([nH]c4ccccc43)c2=O)cc1	-5.5%	nt
O=C(Nc1ccc(F)cc1Cl)C1CCN(c2ncnc3c2nc2n3CCCCC2)CC1	-5.8%	nt
CCn1cc(S(=O)(=O)c2ccccc2)c(=O)c2cc(F)c(N3CCCC3)cc21	-11.3%	nt
COc1ccc(C(=O)Nc2ccc(-c3nnc4n3CCCCC4)cc2)cc1	4.0%	nt
COc1cccc(N2CCN(c3ncnc4c3nc3n4CCCCC3)CC2)c1	-16.9%	nt
CSc1ncc(C(=O)NCc2ccccc2)c(-c2ccccc2)n1	-3.8%	nt
CCCn1c2ccccc2c2cnn(CC(=O)Nc3cc(C)c(Cl)cc3OC)c(=O)c21	1.4%	nt
Cc1ccc(-c2cc(C(=O)N3CCN(S(=O)(=O)c4ccc(Br)cc4)CC3)[nH]n2)c(C)c1	-5.5%	nt

Next section.
SMILES	p53ts 32C kill	p53ts 39C tox
Cc1ccc(CNC(=O)C2CCCN(c3nn4cc(-c5ccc(C)cc5)nc4s3)C2)cc1 (centres undefined)	-1.4%	nt
CC(C)c1ccc(NC(=O)Cn2cc(S(=O)(=O)Cc3cccc(Cl)c3)c3ccccc32)cc1	2.7%	nt
Cc1cc(C)cc(NC(=O)N2CCC(CN3CCOCC3)CC2)c1	-11.7%	nt
CCOC(=O)c1ccc(NC(=O)C2=C(C)C(=O)OC23CCCCCC3)cc1	-0.6%	nt
Cc1cccc(CNC(=O)c2ccc(Cn3c(SCc4cccc(F)c4)nc4cccnc43)cc2)c1	2.1%	nt
Cc1ccc(CSc2nc3cccnc3n2Cc2ccc(C(=O)NC3CC3)cc2)cc1	2.24µM*	nt
COc1ccc(Cl)cc1Nc1ncnc2c1nc1n2CCCC1	-5.1%	nt
CN1CCN(C(=O)Cn2c(-c3cccs3)cc3ccccc32)CC1	-9.8%	nt
CN(CC(=O)NCc1ccccc1)S(=O)(=O)c1ccc2[nH]c3c(c2c1)CCCC3	-2.0%	nt
Cc1ccc(Cl)cc1N1CCN(S(=O)(=O)c2ccc3c(c2)CC(=O)N3C)CC1	-0.5%	nt
COC(=O)C(CCSC)NC(=O)C1CCN(c2ncnc3c2nc2n3CCCCC2)CC1 (centres undefined)	-11.9%	nt
Clc1ccccc1Nc1ncnc2c1nc1n2CCCCC1	?	nt

Next part
SMILES	p53ts 32C kill	p53ts 39C tox
CCN(CC)CCCNC(=O)c1ccc(Cn2c(SCc3ccccc3)nc3cccnc32)cc1	?	nt
COc1cc(OC)c(NC(=O)N2CCSc3ccccc32)cc1Cl	-6.7%	nt
Cc1ccc(C)c(S(=O)(=O)c2cn(Cc3ccccc3)c3cc(N4CCCC4)c(F)cc3c2=O)c1	-10.7%	nt
CCCCn1cc(S(=O)(=O)c2ccc(C)cc2)c(=O)c2cc(F)c(N3CCCCC3)cc21	4.9%	nt
COc1cccc(CNC(=O)c2ccc(CN3CC(=O)N4CCCCC4C3=O)cc2)c1 (centres undefined)	11.0%	nt
CCOc1ccc(Nc2ncnc3c2nc2n3CCCC2)cc1	-18.9%	nt
Cc1ccccc1CNC(=O)CN1C(=O)CCCc2ccccc21	-2.3%	nt
COc1ccc(CCNC(=O)Cn2cc(S(=O)(=O)Cc3ccccc3F)c3ccccc32)cc1OC	-1.9%	nt
O=C(CN1C(=O)COc2ccc(S(=O)(=O)NC3CCCC3)cc21)NCc1ccc(Cl)cc1	-13.6%	nt
CCN(CC)c1cc2c(cc1F)c(=O)c(S(=O)(=O)c1ccc(C)cc1)cn2Cc1ccc(F)cc1	-1.0%	nt
Cn1cc(S(=O)(=O)c2ccc(Cl)cc2)c(=O)c2cc(F)c(N3CCCCCC3)cc21	4.7%	nt
COc1ccc(CNc2ncnc3c2nc2n3CCCC2)cc1	-7.2%	nt

The results go on.
SMILES	p53ts 32C kill	p53ts 39C tox
Cc1ccc(S(=O)(=O)c2cn(Cc3ccccc3)c3cc(N4CCCC4)c(F)cc3c2=O)cc1	3.1%	nt
CCOc1ccccc1NC(=O)Cn1ncc2c([nH]c3ccccc32)c1=O	-4.2%	nt
Cc1cc2[nH]c(=O)c(=O)[nH]c2cc1S(=O)(=O)N1CCN(c2ccccc2F)CC1	0.5%	nt
Cc1ccc2c(c1)N(CC(=O)NCCCN1CCCCC1C)C(=O)c1cccnc1O2 (centres undefined)	-11.6%	nt
CCN(CC)CCN(C(=O)c1ccc(C(=O)OC)cc1)c1nc2ccc(Cl)cc2s1	-11.5%	nt
Cc1ccc(Cl)cc1N1CCN(c2ncnc3c2nc2n3CCCCC2)CC1	-6.0%	nt
O=C(C1CCN(c2ncnc3c2nc2n3CCCCC2)CC1)N1CCN(c2ccc(F)cc2)CC1	-7.9%	nt
O=C(Nc1ccccc1)C(Cc1ccccc1)N1Cc2ccccc2C1=O (centres undefined)	-2.4%	nt
COc1cc(OC)c(NC(=O)C2CCCN(c3ncnc4c3nc3n4CCCCC3)C2)cc1Cl (centres undefined)	3.2%	nt
NS(=O)(=O)c1ccc(CCNC(=O)C2CCN(c3ncnc4c3nc3n4CCCCC3)CC2)cc1	-1.7%	nt
CCN1CCC(N(Cc2ccc(F)cc2)C(=O)Nc2ccc(C)c(F)c2)CC1	-5.9%	nt
